Assay outcomes as filed in PubChem BioAssay.
SKBR3 24h inh: SK-BR-3 proliferation inhibitors, primary screen, cell-based, human, 24 h; 0.47% of 41,000 active; viability, % at 10 µM; AID 847, 2007; SK-BR-3 viability, CellTiter-Glo ATP luminescence; stronger effect = lower value;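 active = viability at or below the median of all test compounds minus 3 SD, in both replicates if run twice, cut at about 45% in these data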;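 note: 100% = median untreated cell wells and 0% = median positive control drug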
* = called active by the depositor.

Molecule,SKBR3 24h inh
CC1(C)CC(=O)C(C=NC2CC(C)(C)NC(C)(C)C2)=C(O)C1,85.5
O=C(Cc1ccccc1)Nc1ccc2oc(-c3ccncc3)nc2c1,96.4
CC(=O)c1cccc(NC(=O)NC(C)c2ccncc2)c1 (stereo not drawn),93.6
CCOC(=O)CNC(=O)CSc1nc(N(C)C)nc(N2CCOCC2)n1,87.8
CC(=O)Cn1c(CN2CC(C)CC(C)C2)nc2c1c(=O)n(C)c(=O)n2C (stereo not drawn),118.6
Cc1cc(C(F)F)n2nc(C(=O)NCc3ccccc3F)nc2n1,91.2
Cc1cc(N2CC(C(=O)O)CC2=O)ccc1Br (stereo not drawn),90.4
Cc1ccc(NC(=O)CCCCCC2NC(=O)NC2C)cc1 (stereo not drawn),96.7
COc1cc(C(=O)O)ccc1OC(C)=O,102.5
CC1(C)C(c2ccc(Cl)cc2)=[N+]([O-])C2(CCCC/C2=N\O)N1O (stereo not drawn),87.5
COC(=O)C1C(=O)C2=C(CC1C)NC(C)=C(C(=O)OC1CCCC1)C2c1ccc(N(C)C)cc1 (stereo not drawn),103.8
Cc1ccc(-c2nn(C)c(=O)c3ccccc23)cc1S(=O)(=O)NCCO,90.8
Cc1noc(C)c1S(=O)(=O)Nc1ccc(C(=O)NCc2ccccc2)cc1,77.4
Cc1cc(C)nc(NC2=NCC(=O)N2c2ccc3c(c2)OCCO3)n1,86.8
CCCOc1ccc(NC(=O)C2CCCNC2=O)cc1 (stereo not drawn),96.7
Cc1cc(C)c2c3c(sc2n1)C(=O)N(C)CC(=O)N3,86.7
Cc1ccc(C(=O)COC(=O)CNC(=O)c2ccco2)cc1,102.4
COc1ccc(OC)c(-n2nnnc2SCC(=O)NCc2ccc3c(c2)OCO3)c1,87.3
O=C(CCCC(=O)n1cnc2ccccc21)n1cnc2ccccc21,87.0
CC1(C)CC(=O)c2cc(OCC(=O)NCC3CCCO3)ccc2O1 (stereo not drawn),71.6
CCOC(=O)C1=C(C)NC(=O)NC1c1cn(-c2ccccc2)nc1-c1cccs1 (stereo not drawn),120.4
CC(C)(C)NCC1(CO)SC(N)=NC1=O (stereo not drawn),110.4
COc1ccc(CNC(=O)c2ccc3nccnc3c2)cc1,119.0
c1ccc(Cc2nn[nH]n2)cc1,100.0
CCC(Oc1ccc2ccccc2c1)C(=O)O (stereo not drawn),99.2
N=c1ncn(CC(O)CN2CCOCC2)c2nc(N3CCOCC3)[nH]c12 (stereo not drawn),107.6
c1cnc(N2CCSCC2)nc1,102.4
c1cncc(-c2nnc3sc(-c4ccco4)nn23)c1,114.8
O=C(CSc1nnc(-c2ccc(O)cc2)n1Cc1ccco1)N1CCc2ccccc2C1,87.2
COc1cccc2c(=O)c(C(=O)NCc3cccs3)c[nH]c12,89.6
O=C(NCc1ccccn1)c1c(O)c2cccc3c2n(c1=O)CC3,110.9
COc1ccc(-c2nnc(SCC#CCO)o2)cc1OC,79.4
CCOC(=O)CSc1nnc(CNC(=O)c2ccc(OC)cc2OC)n1C,92.4
CCOC(=O)C1CCN(c2ncnc3c2cnn3-c2ccccc2)CC1,89.1
CCc1nnc(NC(=O)CSc2nnc(-c3ccoc3C)n2-c2cccc(C)c2)s1,76.7
CCOc1ccccc1NC(=O)c1ccc(S(=O)(=O)N2CCOCC2)cc1,79.8
O=S(=O)(c1cccc(-c2nnc(-c3cccnc3)o2)c1)N1CCCCC1,72.8
COC(=O)C1=C2SC(C)C(=O)N2C(N)=C(C#N)C1c1cc(OC)c(OC)c(OC)c1 (stereo not drawn),101.2
COc1ccc(OC)c(C(c2nnnn2CC2CCCO2)N2CCN(C3CCCC3)CC2)c1 (stereo not drawn),122.1
O=C(NCCc1ccc(Cl)cc1)C1CCN(c2cnccn2)CC1,71.6
CC(=O)c1c(O)cc(C)n(Cc2ccccc2)c1=O,89.2
Cc1cc(C)c2nc(C(F)(F)F)nc(N3CCN(C(=O)c4ccco4)CC3)c2c1,90.3
O=C(COc1ccccc1)Nc1ccc(Cl)c(-c2nc3ncccc3o2)c1,56.2
CCOC(=O)c1ccc(NC(=O)CC2Sc3ncnn3C2=O)cc1 (stereo not drawn),91.6
CC(C)(C)OC(=O)N1CCN(c2ccc(NC(=O)c3cc4ccccc4oc3=O)cc2)CC1,92.3
O=C(c1ccncc1)N1CCN(C(=O)c2ccco2)CC1,92.9
Cn1c(=O)oc2cc(S(=O)(=O)NCc3ccncc3)ccc21,100.1
Cc1cc(C)nc(SCC(=O)Nc2ncc3c(n2)CC(C)(C)CC3=O)n1,103.3
O=C(NCCOc1nc(N2CCCCC2)nc(N2CCOCC2)n1)Nc1ccccc1,112.2
COc1cc(-c2nn3c(-c4ccccn4)nnc3s2)cc(OC)c1OC,81.5
C(=N\c1nccs1)/c1cccnc1,91.1
c1ccc2c(c1)c1c3n2CCNC3CCC1 (stereo not drawn),72.6
COc1ccc(C2CC(=O)C(C=NCCO)=C(O)C2)cc1OC (stereo not drawn),85.2
CCOC(=O)CNC(=O)c1cn(CC(C)C)c(=O)c2cc(OC)c(OC)cc12,90.0
Cc1ccc2nc3c(cc(C(=O)NCc4ccccc4)c(=N)n3CCCn3ccnc3)c(=O)n2c1,85.7
Cc1ccc(Cl)c(OCC(O)CN(CCO)CCO)c1 (stereo not drawn),107.5
O=C(c1ccc(C23CC4CC(CC(C4)C2)C3)o1)N1CCOCC1,93.4
CS(=O)(=O)N(CC(=O)N1CCN(c2cccc(Cl)c2)CC1)c1ccccc1,91.1
CCCn1nnc(NC(=O)COc2cc(C)ccc2C(C)C)n1,108.9
COc1cccc(CC(NC(C)=O)C(=O)NC2CCN(c3nc(C)cc(C)c3C#N)CC2)c1OC (stereo not drawn),79.2

The listing continues.
Molecule,SKBR3 24h inh
CCOC(=O)C1CCN(S(=O)(=O)Cc2ccc(Cl)cc2)CC1,80.9
CCCc1cc(C(=O)Nc2nnc(C)s2)cs1,104.1
CCNC(=O)c1sc(=S)n(CC)c1N,72.5
N#CCCCSc1nnnn1-c1cccc(Cl)c1,88.4
COc1cccc(OCc2nnc(SC)n2C)c1,89.0
CC(=NCCN1CCOCC1)C1=C(O)c2ccccc2C1=O,113.3
Cc1cc(Cl)c(S(=O)(=O)Nc2ccccn2)cc1OCC(N)=O,107.6
N#CC1=C(N)NC(SCc2ccc(F)cc2)=C(C#N)C12CCCCC2,61.1
COc1ccc(OC)c(NC(=O)c2cc(-c3ccc(C)cc3O)n[nH]2)c1,94.8
c1cc(-c2noc(CC3CCCCC3)n2)ccn1,93.5
CN1C(=O)c2ccccc2N(C)C1c1ccc2c(c1)OCO2 (stereo not drawn),77.1
CC(C)CC(OC(=O)c1ccco1)C(=O)NCC1CCCO1 (stereo not drawn),83.1
O=C(CN1C(=O)c2ccccc2S1(=O)=O)NCCSCc1ccco1,106.2
Cc1ccc2c(c1)N(CC(=O)NCCc1c[nH]c3ccccc13)C(=O)CO2,90.1
COc1ccc(S(=O)(=O)N(Cc2ccccc2)Cc2nc(-c3ccccc3)no2)cc1,90.7

An excerpt from above in order of heavy-atom count, lowest first:
Molecule,SKBR3 24h inh
O=C(c1ccncc1)N1CCN(C(=O)c2ccco2)CC1,92.9
Cc1ccc(NC(=O)CCCCCC2NC(=O)NC2C)cc1 (stereo not drawn),96.7
Cc1ccc2c(c1)N(CC(=O)NCCc1c[nH]c3ccccc13)C(=O)CO2,90.1

(more compounds)
Molecule,SKBR3 24h inh
CCN(CC)c1ccc(-c2nn3c(-c4ccccc4OC)nnc3s2)cc1,66.3
CC1(C)CC2CC(C)(CN2C(=O)c2cccs2)C1 (stereo not drawn),87.1
O=C(NCC1CCCO1)c1ccccc1-c1nc(-c2ccc(F)cc2)no1 (stereo not drawn),82.3
O=C(CC1c2ccccc2Oc2ccccc21)N1CCN(c2ccccn2)CC1,103.2
CCOC(=O)c1c(COC(=O)c2ccco2)nc2ccccc2[n+]1[O-],99.8
CCOc1ccc(NC(=O)c2ccccc2CO)cc1,89.1
Cc1c(OC(=O)CNC(=O)OC(C)(C)C)ccc2c3c(c(=O)oc12)CCC3,91.7
CC(NC(=O)COc1ccccc1)C1COc2ccccc2O1 (stereo not drawn),99.3
COc1cccc(-c2nc(NC(C)(C)C)c3ccccc3n2)c1O,95.1
COc1ccccc1-c1c(C)oc2c(CN3CCN(C)CC3)c(O)ccc2c1=O,132.4
O=C(NC1CCCC1)C(c1cccs1)N(Cc1ccco1)C(=O)Cn1nnc(-c2cccs2)n1 (stereo not drawn),79.0
CCOC(=O)c1cnc(SCC(=O)Nc2ccc(NC(C)=O)c(OC)c2)nc1N,89.2
CCOC(=O)C12CNC(=O)C(C(=O)OCC)(CNC1=O)C2,101.8
COc1ccc(Cn2nnnc2C(c2cc(OC)ccc2OC)N2CCC(C(N)=O)CC2)cc1 (stereo not drawn),89.7
COc1ccc(C2C=C(c3ccc(Br)cc3)Nc3nc(N4C(=O)CCC4=O)nn32)cc1 (stereo not drawn),98.8
COCCNC(=O)C(C)N(c1ccc(Oc2ccccc2)cc1)S(C)(=O)=O (stereo not drawn),106.6
CCCC(=O)Nc1ccc(NC(=O)C2CC2)cn1,79.2
COc1ccc(OC)c(C2=NO[C@@H]3C(=O)N(c4cc(Cl)ccc4OC)C(=O)[C@H]23)c1,83.3
COCc1nnc(SCC(=O)Nc2cccc(Cl)c2C)n1-c1ccccc1,96.8
O=C(O)c1cc2cc(OCc3ccccc3)ccc2[nH]1,102.0
Cc1cc(C(=O)N2CCN(c3ncccn3)CC2)cs1,91.8
Cc1nn(CC(=O)O)c(C)c1C,125.1
Cc1ccc(C(=O)Nc2ccc(S(=O)(=O)N3CCc4ccccc43)cc2)o1,85.8
Cc1onc(-c2c(Cl)cccc2Cl)c1C(=O)NCCCN1CCOCC1,96.1
CC1CCN(c2nc3c(c(=O)n(C)c(=O)n3C)n2Cc2ccccc2)CC1,91.9
CCCOc1ccc(C2C(C(=O)c3ccc(C)o3)=C(O)C(=O)N2Cc2cccnc2)cc1 (stereo not drawn),96.5
Cc1ccc(P(=O)(CC(=O)O)c2ccc(C)cc2)cc1,90.6
Cc1csc2c(=O)n3c(nc12)CCCCC3,102.4
CCOc1ccc(NC(=O)CSc2nnnn2CC(=O)O)cc1,104.8
Cc1c(/C(O)=C2/C(=O)C(=O)N(CCN3CCOCC3)C2c2cccs2)cnn1-c1ccccc1 (stereo not drawn),110.3
Clc1cccc(CSc2nnc(-c3ccccn3)n2Cc2ccco2)c1,75.2
O=C(Cn1c(=O)oc2ccccc21)Nc1ccc2c(c1)OCCO2,84.3
O=c1c2ccccc2c2ccccc2c(=O)n1CC1CCCO1 (stereo not drawn),97.7
O=C(CN1CCOCC1)N1CCc2ccccc2C(c2ccccc2)C1 (stereo not drawn),96.2
COC(=O)c1sccc1NC(=O)c1cc(C)on1,83.3
Cc1cc(C)n(-c2ccc(OCC(=O)O)nn2)n1,105.4
O=c1[nH]c2ccc(Cl)cc2c(-c2ccccc2)c1CN1CCOCC1,89.4
COC(=O)C1=C(NC(=O)c2cccc(C)c2)CCS1,81.8
COC(=O)c1c(N)c2ccccc2[nH]c1=O,102.5
O=C(O)c1ccc(CSc2ncn[nH]2)cc1,83.7
COC(=O)NC1CSCC1OC(=O)CN1C(=O)c2ccccc2C1=O (stereo not drawn),79.3
COC(=O)Cn1c2c(c3cc(C)ccc31)CCCC2,83.4
O=C(O)C1C2C=CC(O2)C1C(=O)Nc1ccc(S(=O)(=O)N2CCc3ccccc32)cc1 (stereo not drawn),94.9
CC(C)OC(=O)c1cn(-c2ccccc2)nc1-c1ccco1,124.5
CCOc1c(C(N)=O)c(-c2ccccc2)c2c(=O)[nH]c3ccccc3n12,102.2

Shown with each value named: entries from further up
> Clc1cccc(CSc2nnc(-c3ccccn3)n2Cc2ccco2)c1
- SKBR3 24h inh: 75.2
> O=C(Cn1c(=O)oc2ccccc21)Nc1ccc2c(c1)OCCO2
- SKBR3 24h inh: 84.3
> O=c1c2ccccc2c2ccccc2c(=O)n1CC1CCCO1 (stereo not drawn)
- SKBR3 24h inh: 97.7

(next part)
Molecule,SKBR3 24h inh
CCC(C)(NC(=O)c1ccccn1)C(=O)NC1CCCCC1 (stereo not drawn),71.7
COc1ccc(N(CC(=O)Nc2ccc3c(c2)OCO3)S(C)(=O)=O)c(OC)c1,113.6
CCCOc1ccc(-c2nnc(N)s2)cc1,139.3
Cc1nnc(Nc2ccc(C(=O)NCCO)cc2)c2ccccc12,112.0
CCN(CC)S(=O)(=O)c1cc(C(=O)Nc2ccc(Cl)cn2)ccc1C,74.6
Cc1ccc2nc(NC(=O)CN(C)S(=O)(=O)c3cccc4nsnc34)sc2c1,74.7
CCC(=O)c1cc2c(C)cc(=O)oc2c(C)c1O,108.6
CSc1nc(O)c(C2OC(=O)c3ccccc32)c(=O)[nH]1 (stereo not drawn),91.5
Cn1c(CSc2ccccc2)c(C#N)c2ccccc21,126.2
O=S(=O)(Nc1ccc2c(c1)oc1ccccc12)N1CCCC1,93.5
COc1ccc(CC(=O)Nc2ccc(-c3nnc(-c4ccccc4)o3)cc2)cc1OC,98.6
O=C(CC1SCCNC1=O)Nc1cc(Cl)cc(Cl)c1 (stereo not drawn),68.4
COc1ccccc1-c1noc(CCC(=O)Nc2ccccc2Cl)n1,110.6
COc1cc(-n2cnnn2)ccc1S(=O)(=O)N1CCOCC1,100.3
C=CCn1c(SCC(N)=O)nnc1-c1cc(Br)ccc1O,94.6
c1ccc2c(c1)nc1n2C2(N3CCOCC3)CCCC2C1N1CCOCC1 (stereo not drawn),108.2
CCOC(=O)NC(Nc1ccc(S(N)(=O)=O)cc1)(C(=O)OCC)C(F)(F)F (stereo not drawn),95.8

This is a subset (hit frequency here may not be typical).
